Assay outcomes deposited in PubChem by National Center for Advancing Translational Sciences (NCATS).
A549 tox = kills or reduces viability of A549 cells in Nrf2 counter-screen. A549 ARE-Fluc cells, CellTiter-Fluor viability, 18-24 h. Potency, µM (top dose mostly 46 µM), for inactives: at the top dose activity change, negative = cytotoxicity, actives largely listed as inhibitors. actives 0.16% (n = 390,000); also: % is scaled to controls: 0 for no effect and ±100 for the full control effect
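A549 ARE-Fluc cells in 5% FBS OPTI-MEM, 5000 cells/well, rested 2 h then exposed to compounds in concentration-response for 18-24 h at 37 °C. Viability by CellTiter-Fluor fluorescence (Ex 405/Em 525) after 30 min; luciferase luminescence (BugLite, 15 min, RT) read afterwards.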
TGFb SMAD3 inh = blocks TGF-b signaling; actives 1.2% (n = 410,000); HepG2 CAGA-GFP TGF-b/SMAD3 reporter, GFP fluorescence, 18 h; TGF-beta stimulated, 500 pg/mL final; Potency, µM (series often up to 46.1 µM), without a hit: at the highest dose activity, negative = inhibition, hits mostly inhibitors; also: % is scaled to controls: 0 for no effect and ±100 for the full control effect; nearly all actives have a fitted effect of over 65% in size
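Smad-responsive CAGA-GFP expression was quantified in HEPG2 cells exposed to compounds and 500 pg/mL final TGF-beta for 18 h at 37 degrees C; unstimulated wells defined full inhibition.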
MCF10A rerep = DNA re-replication induction in MCF 10a cells; MCF 10A DNA re-replication, Hoechst nuclear intensity, 48 h; Potency, µM (series often up to 46.1 µM), without a hit: top-dose activity, positive = re-replication, usual class: activators; actives 2.9% (n = 350,000); AID 624296; also: % of control where 0% means no effect; nearly all actives have a fitted effect of over 50% in size
Nrf2 inh = inhibitors of Nrf2 signaling; A549 ARE-Fluc reporter, luciferase luminescence, 18-24 h; Potency, µM (series often up to 46 µM), inactives show at the highest dose activity change, negative = inhibition, actives largely listed as inhibitors; actives 2.1% (n = 360,000); also: % is scaled to controls: 0 for no effect and ±100 for the full control effect; nearly all actives have a fitted effect of over 60% in size
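Two sequential reads on A549 ARE_Fluc cells exposed to compound for 18-24 h: a CellTiter-Fluor fluorescence read for viability, then a luciferase luminescence read for Nrf2/ARE activity.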
EPAC2 antag = EPAC2 (human) antagonism; Q8WZA2; EPAC2 GEF exchange of Rap1B-BODIPY-GDP, fluorescence; Potency, µM (highest dose often 114 µM), for the others: top-dose activity, negative = inhibition, hits mostly inhibitors; actives 0.18% (n = 360,000); AID 720708; also: % is scaled to controls: 0 for no effect and ±100 for the full control effect; nearly all actives have a fitted effect of over 45% in size; many of its hits are not listed in these tables
Target sequence (Q8WZA2 whole entry, looked up): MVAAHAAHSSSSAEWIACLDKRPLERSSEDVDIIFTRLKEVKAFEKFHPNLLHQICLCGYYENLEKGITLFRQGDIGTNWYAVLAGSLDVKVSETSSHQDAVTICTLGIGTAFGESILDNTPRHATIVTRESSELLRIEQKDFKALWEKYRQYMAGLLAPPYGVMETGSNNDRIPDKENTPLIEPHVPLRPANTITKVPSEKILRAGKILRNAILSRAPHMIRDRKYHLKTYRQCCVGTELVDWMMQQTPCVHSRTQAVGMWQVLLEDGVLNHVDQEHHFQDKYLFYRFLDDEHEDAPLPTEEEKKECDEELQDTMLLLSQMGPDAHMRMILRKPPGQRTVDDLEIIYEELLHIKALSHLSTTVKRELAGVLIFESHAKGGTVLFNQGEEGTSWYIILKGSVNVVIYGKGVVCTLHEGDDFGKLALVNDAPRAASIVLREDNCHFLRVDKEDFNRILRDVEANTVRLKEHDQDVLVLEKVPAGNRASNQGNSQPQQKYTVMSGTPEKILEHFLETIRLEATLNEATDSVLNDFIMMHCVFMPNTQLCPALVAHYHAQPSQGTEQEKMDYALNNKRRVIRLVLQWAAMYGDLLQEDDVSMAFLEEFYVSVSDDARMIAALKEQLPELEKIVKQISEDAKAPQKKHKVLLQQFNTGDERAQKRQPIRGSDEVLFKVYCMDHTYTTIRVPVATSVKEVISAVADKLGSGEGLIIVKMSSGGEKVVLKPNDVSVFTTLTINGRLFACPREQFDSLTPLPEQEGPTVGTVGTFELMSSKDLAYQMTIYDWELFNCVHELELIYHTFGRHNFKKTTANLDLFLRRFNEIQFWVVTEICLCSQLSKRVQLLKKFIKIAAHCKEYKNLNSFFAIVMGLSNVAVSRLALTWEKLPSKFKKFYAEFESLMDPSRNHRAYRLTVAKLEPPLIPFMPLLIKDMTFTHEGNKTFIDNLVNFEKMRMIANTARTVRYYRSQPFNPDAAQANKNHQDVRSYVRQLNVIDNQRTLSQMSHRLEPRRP
ATXN2 expr inh = inhibitors of ATXN2 expression; HEK-293 ATXN2-luciferase reporter, luminescence, 24 h; Potency, µM (doses to about 57 µM), without a hit: at the top dose activity change, negative = inhibition, actives largely listed as inhibitors; actives 0.72% (n = 360,000); also: % is scaled to controls: 0 for no effect and ±100 for the full control effect; nearly all actives have a fitted effect of over 55% in size
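ATXN2-luciferase reporter cells (luciferase flanked by upstream and downstream ATXN2 gene portions) were treated 24 h at 37 °C with compounds at up to 57 uM. SteadyGlo luminescence gave expression; GF-AFC fluorescence gave viability.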
HepG2 tox = HepG2 cytotoxicity, counter-screen for TGF-b inhibitors; actives 0.76% (n = 410,000); HepG2 CAGA-GFP viability, ATP luminescence, 18 h; Potency, µM (top dose mostly 46.1 µM), for the others: top-dose activity change, negative = cytotoxicity, actives largely listed as cytotoxic; AID 588856; also: some results filed as inactive show a strong effect at the top dose
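HepG2 CAGA-GFP cells (1000/well, DMEM with 1% FBS) received compound, then TGF-beta at 500 pg/mL final, and were incubated 18 hours at 37 degrees C. Viability was read by CellTiter-Glo luminescence. Media-only wells were set as complete cell-killing and DMSO as no toxicity.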
Nrf2 ARE act = Nrf2 pathway activation; AREc32 ARE-luciferase reporter (MCF7-derived line), luminescence, 24 h; Potency, µM (series often up to 46.1 µM), for the others: top-dose activation, usual class: activators; actives 0.31% (n = 410,000); also: % of control where 0% means no effect; nearly all actives have a fitted effect of over 65% in size
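Cells of the AREc32 ARE-luciferase line are plated in OPTI-MEM containing 5% FBS and left overnight at 37 deg C. Compounds are pinned in, incubation continues 24 hr, and firefly luciferase signal is then measured.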
S2 tox = reduces viability in counter-screen for ATXN expression inhibitors; S2 cells (HEK-293 line with an ATXN2-luciferase reporter) viability, CellTiter-Fluor protease fluorescence, 24 h; actives 0.49% (n = 400,000); AID 651635; Potency, µM (doses to about 56.7 µM), actives largely listed as cytotoxic; also: nearly all actives have a fitted effect of over 40% in size
The depositor's hits bear a star; i = inactive; ? = inconclusive; · = no result given; & = joins results of further samples; ! = not confirmed by another sample; [ ] = dose if it differs, or a comment. Calls follow the shape of the dose curve; as a rule, active = well fitted curve in the direction sought with a large enough effect; inconclusive = small, poorly fitted or top-dose-only effect, or another doubt; inactive = no such curve, though single readings can be large; an effect the other way counts as inactive or inconclusive. Potency is read from the fitted curve at half-maximal effect.

structure	A549 tox	TGFb SMAD3 inh	MCF10A rerep	Nrf2 inh	EPAC2 antag	ATXN2 expr inh	HepG2 tox	Nrf2 ARE act	S2 tox
CN(C)CCCNc1nc2cc(-c3ccccc3CO)sc2c(=O)n1C	·	0.3%	·	·	6.7%	-0.7%	-4.4%	7.9%	i
O=C(Cn1c(=O)n(CC2CCCO2)c(=O)c2ccccc21)Nc1cccc(Cl)c1 (stereo not drawn)	-4.8%	-3.2%	·	5.1%	·	-6.0%	2.2%	-0.2%	?
O=C(CSc1nc2c(c(=O)[nH]1)CN(Cc1ccc(F)cc1)CC2)Nc1cccc(C(F)(F)F)c1	4.0%	-10.9%	·	?	·	-20.6%	-24.4%	1.1%	i
O=C(O)CC12CC3CC(C1)CC(n1cncn1)(C3)C2	1.5%	-16.3%	5.5%	6.8%	12.5%	-28.7%	-6.7%	-0.5%	i
O=C(O)CCC(=O)Nc1nc(-c2ccccc2)cs1	2.6%	-5.2%	2.3%	0.3%	-0.4%	0.9%	8.2%	0.0%	i
CCCCc1nn2c(=O)cc(COC(=O)c3ccc(NC(=O)C4CCCCC4)cc3)nc2s1	5.7%	5.6%	·	·	·	·	2.3%	-0.3%	·
COCCCN(C(=O)c1ccco1)c1nc(-c2cc(OC)ccc2OC)cs1	-9.8%	45.7%[activator]	23.6%	-18.3%	-6.8%	-15.7%	-14.7%	0.5%	i
CC(C)C(=O)Nc1cccc(C(=O)OCC(=O)c2ccc(Cl)cc2Cl)c1	?	-17.9%	10.0%	20.6µM*	9.7%	42.4%[activator]	1.1%	0.6%	?
O=C(Oc1cccc(-n2cnnn2)c1)c1ccccc1Cl	-4.4%	1.0%	-6.5%	?	6.5%	·	14.2%	0.2%	i
C=CCOc1ccccc1C1NC(=O)NC(C)=C1C(=O)NCc1ccccc1 (stereo not drawn)	12.8%	4.0%	?	3.1%	-1.3%	5.1%	-21.7%	-0.7%	i
COC(=O)c1cc(=O)n(Cc2cccs2)c(=NCc2cccs2)s1	4.1%	0.1%	3.6%	-2.3%	9.1%	?	-0.9%	0.1%	?
S=c1[nH]nc(-c2ccccc2)n1C1C=CCCC1 (stereo not drawn)	3.4%	-5.0%	19.1%	-19.4%	-4.9%	2.4%	-13.2%	-0.3%	i
O=C(O)CCCc1ccc2ccc3cccc4ccc1c2c34	0.1%	14.6%	16.4µM*	?	?	-2.5%	2.8%	-0.1%	i
CCN(CC)CCCN(Cc1cc2cc3c(cc2[nH]c1=O)OCO3)C(=S)NCCCN(C)C	1.6%	-0.4%	-1.9%	19.5%	8.0%	-5.1%	1.2%	0.1%	i
COCC(=O)OCC(=O)Nc1ccc(Cl)cc1[N+](=O)[O-]	-2.9%	13.7%	11.2%	-5.7%	-3.8%	5.2%	-9.1%	0.0%	i
O=C(OC(c1ccccc1)c1nccc2ccccc12)c1ccccc1 (stereo not drawn)	-5.0%	7.8%	0.2%	?	-6.1%	113.4%[activator]	-18.9%	2.6%	?
C=CCN(C(=O)c1csnn1)C(C(=O)NCc1ccc(F)cc1)c1cccs1 (stereo not drawn)	-4.2%	-0.9%	-4.1%	9.2%	2.7%	-13.3%	9.5%	-0.4%	i
O=C(Cn1ncc2c(Cl)cccc21)NCc1cccc(Br)c1	0.5%	?	·	?	·	4.2%	-35.4%	0.1%	i
CN1C(=O)C2(Nc3ccccc3-c3nc4ccccc4n32)c2ccccc21 (stereo not drawn)	-24.7%	0.6%	1.6%	-2.2%	12.2%[57.1 µM]	-9.1%	-13.2%	-0.8%	i
Cc1nc(NC(=O)COC(=O)CCC(=O)c2cccs2)c(Cl)cc1Cl	8.3%	-3.6%	-3.3%	0.7%	-2.2%	·	0.3%	-0.4%	i
CCOc1ccccc1NC(=O)COC(=O)c1cnc(C)cn1	7.2%	6.5%	-5.2%	3.3%	0.1%	·	5.1%	-0.3%	i
c1ccc(CN(Cc2ccccc2)c2c3c(nc4ncnn24)CCC3)cc1	1.3%	-0.1%	-2.3%	?	?	?	-8.3%	4.8%	i
CN(C)C(=O)CNc1ccn2nc(-c3cccc(Cl)c3)cc2n1	·	-10.8%	·	·	-0.4%	-7.1%	-35.3%	6.0%	i
O=C(CCN1CCN(Cc2ccccc2)CC1)Nc1cccc(Cl)c1	4.0%	-0.3%	6.1%	?	13.1%[57.1 µM]	-8.3%	-32.9%	0.1%	i
CC(C)(C)C1CCC(OC(=O)c2cncc(Br)c2)CC1 (stereo not drawn)	-2.7%	1.2%	-0.3%	18.3%	1.9%	44.1%[activator]	1.4%	0.5%	i

The results go on.
Second line of a record: A549 tox | TGFb SMAD3 inh | MCF10A rerep | Nrf2 inh | EPAC2 antag | ATXN2 expr inh | HepG2 tox | Nrf2 ARE act | S2 tox
COc1ccccc1CNC(=O)CCS(=O)(=O)c1ccc2c(c1)CCN2C(C)=O
    -7.5%&0.0% | 6.3%&-8.0% | 17.3% | -8.2%&1.9% | 0.2% | 6.9%&1.0% | 1.1%&-5.6% | -0.4%&2.3% | i
Cc1sc2c(c1C)c(=O)n(-c1ccccc1)c1nnc(C)n21
    -6.1% | 0.4% | 2.0% | -7.0% | 0.7% | -3.4% | -2.2% | -0.9% | ?
CCc1ccc(CN(C)C(=O)CCc2nnc(-c3ccc(-c4ccccc4)cc3)o2)nc1
    -14.9% | ? | ? | 18.4µM* | -23.3% | · | -49.1% | 6.9% | i
CCOCCc1c(O)nc(SCCOc2ccc(C)c(C)c2)[nH]c1=O
    8.3% | 19.9% | ? | 22.7% | -0.6% | -6.1% | 2.2% | -0.1% | i
COc1ccc(OC)c(-c2cc(C(=O)Nc3cc(C)on3)no2)c1
    -4.0% | -7.1% | 5.3% | · | -1.4% | -20.1% | -0.4% | 7.6% | i
Cc1ccc(-n2cc(CNCCc3cscn3)c(-c3ccc(F)cc3)n2)cc1
    6.6% | ? | ? | 7.4% | 3.8% | ? | -63.2% | 0.4% | ?
CC(C)NC(=O)c1c(CSc2ccccc2)noc1C(=O)NCc1ccccc1
    9.2% | -5.0% | 29.6% | -17.5% | -0.3% | -3.3% | -40.8% | 0.1% | i
CC(C)(C)C(=O)CSc1ncnc2c1cnn2-c1ccccc1
    0.6% | 0.0% | ? | 3.0% | 0.5% | 42.4%[activator] | -29.2% | 3.9% | i
C=CCNC(N)=S
    0.6% | 5.3% | 1.4%&3.7% | 0.3% | 0.0% | 4.0%&2.7% | 3.8% | -0.5% | i
O=C(COc1cccc(C(F)(F)F)c1)Nc1ccc(S(=O)(=O)N2CCCCC2)cc1
    -1.8% | ? | 14.1% | ? | -17.3% | ? | -25.1% | 0.3% | i

Part of the list above in order of count of non-hydrogen atoms, highest first:
Second line of a record: A549 tox | TGFb SMAD3 inh | MCF10A rerep | Nrf2 inh | EPAC2 antag | ATXN2 expr inh | HepG2 tox | Nrf2 ARE act | S2 tox
Cc1ccc(-n2cc(CNCCc3cscn3)c(-c3ccc(F)cc3)n2)cc1
    6.6% | ? | ? | 7.4% | 3.8% | ? | -63.2% | 0.4% | ?
CCOCCc1c(O)nc(SCCOc2ccc(C)c(C)c2)[nH]c1=O
    8.3% | 19.9% | ? | 22.7% | -0.6% | -6.1% | 2.2% | -0.1% | i
COc1ccc(OC)c(-c2cc(C(=O)Nc3cc(C)on3)no2)c1
    -4.0% | -7.1% | 5.3% | · | -1.4% | -20.1% | -0.4% | 7.6% | i
CC(C)(C)C(=O)CSc1ncnc2c1cnn2-c1ccccc1
    0.6% | 0.0% | ? | 3.0% | 0.5% | 42.4%[activator] | -29.2% | 3.9% | i
Cc1sc2c(c1C)c(=O)n(-c1ccccc1)c1nnc(C)n21
    -6.1% | 0.4% | 2.0% | -7.0% | 0.7% | -3.4% | -2.2% | -0.9% | ?

(list continues)
Second line of a record: A549 tox | TGFb SMAD3 inh | MCF10A rerep | Nrf2 inh | EPAC2 antag | ATXN2 expr inh | HepG2 tox | Nrf2 ARE act | S2 tox
Cc1ccc(/C=C/C(=O)NC2CCS(=O)(=O)C2)cc1 (stereo not drawn)
    1.5% | -1.2% | -2.9% | 9.9% | 6.6% | 10.9% | -5.2% | 0.3% | i
Clc1cccc(OCCCn2ccnc2)c1
    0.9% | 17.8% | -0.9% | 4.7% | -8.6% | · | 5.2% | 0.0% | i
Oc1c(Cl)cc(Cl)c2cccnc12
    -9.5% | ? | 6.68µM* | -25.8% | 7.3% | 24.3µM*! | -21.8% | 6.4% | ?
COc1ccc(/C=N/NC(=O)Cn2nc([N+](=O)[O-])cc2C)c(OC)c1OC
    8.5% | -3.4% | 0.5% | -13.3% | -4.3% | · | 3.7% | 1.6% | i
COc1ccc(S(=O)(=O)N2CCCCC2)cc1NC(=O)c1cccnc1SC
    1.9% | -15.5% | -3.0% | 0.2% | -1.4% | -22.4% | -24.9% | 0.4% | i
COc1cccc(NC(=O)c2oc3ccccc3c2NC(=O)c2ccc(F)c(F)c2)c1
    -1.2% | 22.0% | · | -5.5% | · | -4.0% | 13.7% | 0.0% | i
CC(C)NC(=O)NC(=O)COC(=O)c1cc[n+]([O-])cc1
    9.0% | -3.7% | 0.7% | ? | 23.1% | -28.9% | 12.5% | -0.7% | i
CCc1nccn1S(=O)(=O)c1ccc2ccc(C)cc2c1
    -3.5% | 5.9% | -1.1% | · | -4.2% | -7.5% | 18.4% | -0.4% | i
O=c1c2ccccc2nc2ccc(N3CCOCC3)nn12
    -7.2% | -2.2% | -1.3% | 16.1% | -0.2% | 13.3% | -13.2% | -0.3% | i

This is a subset. The share of hits here may be higher or lower than overall.
